M1 ag parental – nonselective activator or artifact in parental CHO-K1 cells; activation, % at 3 µM; actives 0.48% (n = 360,000); AID 602248; Fluo-8 calcium fluorescence; scaled to maximal ATP response, vehicle zero; in the data active = activation above about 15%;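 also: untransfected CHO-K1 host cells lacking M1 receptor as counterscreen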
TAAR1 antagonist – human TAAR1 antagonism; Q96RJ0; CHO RD-HGA16 TAAR1, Fluo-8 calcium fluorescence, antagonist; inhibition, % at 3 µM; actives 1.5% (n = 360,000); AID 624466;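 active = inhibition above a per-plate cutoff, the mean inhibition of test compounds on that plate plus 3 SD, cut at about 49% in these data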;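 also: 0% = DMSO plus EC80 beta-PEA response and 100% = DMSO alone without agonist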
Target sequence (Q96RJ0 whole entry, looked up): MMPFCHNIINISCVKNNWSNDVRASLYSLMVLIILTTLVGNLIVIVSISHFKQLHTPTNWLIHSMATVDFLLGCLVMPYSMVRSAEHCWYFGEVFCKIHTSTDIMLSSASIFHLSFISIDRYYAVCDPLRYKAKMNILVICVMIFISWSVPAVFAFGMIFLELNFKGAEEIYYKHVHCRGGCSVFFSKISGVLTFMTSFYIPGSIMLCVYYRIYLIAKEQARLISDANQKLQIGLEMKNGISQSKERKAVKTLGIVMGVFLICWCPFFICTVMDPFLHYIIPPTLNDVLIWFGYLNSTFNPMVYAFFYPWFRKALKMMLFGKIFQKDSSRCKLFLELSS
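Material: CHO RD-HGA16 cells bearing hTAAR1; compound dosing: one-point dosing, 3 µM nominal final; schedule: dye loading 75 min at 37 °C, then 30 min room temperature; measured by: calcium fluorescence with Fluo-8; control set: vehicle and agonist controls; replication: n of 1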
CHO-K1 Ca antag – counter-screen for M1 antagonists: effect in parental CHO-K1 cells | ATP-induced calcium, Fluo-8 fluorescence | actives 0.6% (n = 360,000) | inhibition, % at 3 µM;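 active = inhibition above a per-plate cutoff, the plate's mean sample inhibition plus 3 SD, cut at about 24% in these data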;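 also: 0% = DMSO plus EC80 ATP and 100% = DMSO alone without ATP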
TAAR1 agonist – human TAAR1 agonism. Q96RJ0. CHO RD-HGA16 TAAR1, Fluo-8 calcium fluorescence; vehicle wells 0%, saturating PEA agonist 100%. activation, % at 3 µM. actives 0.99% (n = 360,000);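 active = activation above the mean activation of all test compounds in the run plus 3 SD, cut at about 38% in these data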
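Test system: RD-HGA16 (CHO) cells co-expressing Gα16 and hTAAR1; dosing: one-point dosing at 3 µM (nominal); timing: 17-24 h seeding, 75 min 37 °C dye, 30 min RT; signal: kinetic Fluo-8 calcium fluorescence; read-out basis: % activation relative to PEA EC100 response; controls: DMSO and PEA EC100; replicates: n 1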
M1 ag – agonists of human M1 muscarinic receptor; CHO-K1 hM1, Fluo-8 calcium fluorescence, agonist mode; 0% DMSO, 100% acetylcholine EC100; activation, % at 3 µM; actives 0.33% (n = 360,000); AID 588814;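 active = activation above the run's mean compound activation plus 3 SD, cut at about 16% in these data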;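 also: peak over basal fluorescence ratio within a 140 s kinetic read after compound addition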
Target sequence (P11229 whole entry, looked up): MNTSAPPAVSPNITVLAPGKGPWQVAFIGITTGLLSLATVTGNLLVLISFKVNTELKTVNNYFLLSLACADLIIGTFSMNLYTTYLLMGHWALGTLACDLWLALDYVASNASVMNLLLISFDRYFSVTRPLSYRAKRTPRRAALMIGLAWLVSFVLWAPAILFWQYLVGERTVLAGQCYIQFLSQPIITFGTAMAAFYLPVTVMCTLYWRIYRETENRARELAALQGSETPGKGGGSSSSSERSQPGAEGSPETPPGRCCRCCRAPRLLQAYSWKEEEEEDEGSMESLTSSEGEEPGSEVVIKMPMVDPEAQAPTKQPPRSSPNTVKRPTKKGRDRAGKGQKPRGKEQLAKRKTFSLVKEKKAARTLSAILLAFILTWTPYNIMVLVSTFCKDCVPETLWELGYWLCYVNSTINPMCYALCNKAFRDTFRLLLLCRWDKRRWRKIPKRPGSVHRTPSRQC
CHO parental Ca – counter-screen: ATP calcium response change in parental CHO cells; parental CHO-K1, ATP-induced calcium, Fluo-8 fluorescence; actives 0.63% (n = 330,000); inhibition, % at 5.6 µM;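 active = inhibition above that plate's mean sample inhibition plus 3 SD, cut at about 26% in these data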;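 also: 0% = ATP-challenged DMSO wells and 100% = DMSO wells without ATP; some compounds past the cut are filed as inactive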
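Material: parental CHO cells / Compound: single nominal dose of 5.6 µM per compound / Signal: Fluo-8 fluorescence / Replicates: singlicate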
OXTR potentiate – human OXTR potentiation; P30559; activation, % at 3 µM; actives 0.061% (n = 320,000); AID 2445; CHO-OTR cells, Fluo-8 calcium fluorescence, potentiator mode; 0% = oxytocin EC15, 100% = EC100;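 active = activation above that plate's cutoff, the mean activation of tested compounds plus 3 SD, cut at about 6.6% in these data, passing the limit was not always enough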;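 also: 100% uses oxytocin at 75 nM as the full agonist control; some results filed as inactive read as strong as hits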
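System: human OTR in CHO cells / Also added: sub-maximal oxytocin, roughly EC15 / Control set: EC15 oxytocin low, 75 nM oxytocin high / Schedule: 6 min compound pre-incubation at room temperature, 100 s kinetic read / Compound: single-point 3.0 µM / Replication: singlicate / Technique: Fluo-8 calcium dye fluorescence / Read-out basis: % activation of max/min ratio relative to oxytocin controls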
CHO-K1 Ca PAM – counter-screen for M1 PAMs: effect in parental CHO-K1 cells; ATP EC20, Fluo-8 calcium fluorescence; 0% at ATP EC20, 100% at ATP max; activation, % at 3 µM; actives 0.02% (n = 360,000); AID 602247;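 active = activation above the run cutoff, the mean activation of all test compounds plus 3 SD, cut at about 40% in these data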;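 also: peak over basal fluorescence ratio in a 140 s read after ATP addition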
V1R ag counter – V1a receptor agonism, counter-screen for OXTR agonists; P37288; CHO-V1R cells, Fluo-8 calcium fluorescence, agonist mode; 0% DMSO, 100% 3 nM vasopressin; activation, % at 3 µM; actives 0.25% (n = 320,000);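 active = activation above the mean activation of all tested compounds plus 3 SD, per screening run, cut at about 20% in these data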;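 also: signal is peak over basal fluorescence ratio across a 100 second FLIPR read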
* = called active by the depositor; . = not tested or not shown. Random draw from the library; overall some 3.3% were active at least once.

SMILES	CHO parental Ca	M1 ag	OXTR potentiate	TAAR1 antagonist	CHO-K1 Ca PAM	V1R ag counter	CHO-K1 Ca antag	TAAR1 agonist	M1 ag parental
CN(C)c1ccc(NS(=O)(=O)c2ccc(Cl)cc2)cc1	-2	-7	-1	-18	15	-0.9	-5	2	1.8
Cc1cc(CNC(=O)c2ccc(C)c([N+](=O)[O-])c2)c2ccccc2n1	-7	-1	-13	-24	11	6.9	-15	5	4.7
CCCCC(CC)CNCc1cccn1CCN1CCOCC1 (configuration not stated)	-18	-10	-3	-10	15	-0.1	-17	22	0.9
Nc1nc(OCC2CCCCC2)c2[nH]cnc2n1	-14	-4	-4	-12	-3	-0.8	11	0	-0.8
O=C(COC(=O)/C=C/c1ccco1)NCc1ccc(Cl)cc1	-18	-6	0	-22	5	-0.3	-14	0	-0.6
CC(C)C(c1nnnn1Cc1ccco1)N1CCN(C2CCCC2)CC1 (configuration not stated)	-15	0	-14	9	-6	-0.6	23	1	-0.5
O=C(/C=C/Nc1ccc(S(=O)(=O)Nc2cnc3ccccc3n2)cc1)c1cccnc1	0	-2	-7	19	16	0.4	-14	0	-0.1
COc1cccc(NC(=O)Nc2ccccc2C(N)=O)c1	-10	-3	-13	7	-1	0.2	-11	1	0.1
c1ccc(-c2cc3nc(NCc4ccc5c(c4)OCO5)ccn3n2)cc1	.	0	.	11	22	.	-8	4	2.3
CCOC(=O)N1CCN(c2c(NCc3ccccc3OC)c(=O)c2=O)CC1	-9	3	-3	-10	-2	-0.5	13	2	0.5
O=C(Cn1c(-c2ccccn2)nc2ccccc21)N/N=C/c1ccccn1	-17	0	-2	47	-14	1.3	30*	13	3.7
Fc1ccccc1Cc1noc(CN2CCN(Cc3ccc4c(c3)OCO4)CC2)n1	-13	-8	-12	-19	6	0.0	-8	1	0.8
CC1C(c2ccccc2)=[N+]([O-])C2(CCCC2)N1O (configuration not stated)	3	13	0	-13	15	0.9	-16	8	0.8
COc1ccc(-n2c(SCC(=O)NCc3ccco3)nnc2-c2c[nH]c3ccccc23)cc1	-1	-7	-7	6	9	-0.1	-6	1	0.9
CCCS(=O)(=O)NC(=O)C1(C)CCN(C(=O)c2ccnc(Cl)c2)C1 (configuration not stated)	.	-1	.	-14	24	.	-9	0	0.3
O=C(CC(=O)NCc1ccc(Cl)cc1)NCc1ccccc1	1	-5	0	-13	8	0.8	8	0	-0.1
CCOC=C1C(=O)N(C(C)=O)c2cc(OC)c(OC)cc21	.	6	.	2	-13	.	-4	0	0.2
CCCn1c(SCC(=O)NC2CCCCC2)nnc1-c1cccnc1	6	-3	1	8	-28	0.9	9	-2	-0.2
O=C(NN1CCCCC1)c1cccc(COc2ccc(Cl)cc2)c1	-19	-7	-6	-6	-9	6.0	12	1	1.2
CN1C(=O)N(CC(=O)N2CCN(S(=O)(=O)c3ccc(Cl)s3)CC2)C(=O)C12CCCCC2	-17	-6	-10	-3	8	5.4	-1	4	2.6
O=C(NCCc1ccc(Cl)cc1)c1cccc(N2CCCC2=O)c1	-11	0	-5	.	31	2.5	-24	.	1.5
Cc1ccc(-c2csc(NC(=O)CCNC(=O)c3ccc(Cl)cc3)n2)cc1	4	-5	-11	17	4	-0.4	1	1	-0.2
COc1nc(-c2ccccc2)c2cc(Br)ccc2n1	-15	-4	-6	-39	4	-1.1	-11	6	0.3
Cc1ccc([N+](=O)[O-])cc1NC(=S)NC(=O)c1cccs1	0	-9	-8	-29	32	0.6	-18	2	0.6
CN(C(=O)COC(=O)c1cc(NS(=O)(=O)c2cc([N+](=O)[O-])ccc2Cl)ccc1O)C1CCCCC1	-36	-14	-6	8	17	-0.7	-11	-3	2.8
COC(=O)CN(c1ccc(OC)cc1OC)S(=O)(=O)c1ccccc1[N+](=O)[O-]	-9	-5	2	14	13	-0.6	7	8	4.6
c1cncc(CNc2nc(-c3cccnc3)nc3ccccc23)c1	5	-8	-5	12	-14	1.5	-1	2	2.1
O=C(CCN1C(=O)c2ccccc2C1=O)N1CCN(C2c3ccccc3-c3ccccc32)CC1	-12	-5	2	4	12	0.9	4	1	11
O=C(COC(=O)CCc1c[nH]c2ccccc12)Nc1cccc(Cl)c1	.	3	.	2	8	.	7	4	1.0
O=C1c2cccc3cccc(c23)C(=O)N1CCCn1ccnc1	-3	-4	-9	-8	20	9.9	-5	3	1.6
CCC(C)NC(=O)[C@H](CSCc1ccccc1)N1Cc2ccccc2C1=O (some centres not stated)	-22	-2	2	10	9	-1.6	-7	1	1.8
COc1ccccc1NC(=O)Nc1ccc(-n2ccc(C(F)(F)F)n2)cc1	-3	-2	-16	-22	0	0.4	-1	3	2.9
CC1NC(=O)NC1CCCCCC(=O)Nc1ccc(F)cc1 (configuration not stated)	1	-3	-5	-7	11	0.7	-11	1	0.9
O=C1C(C=NCc2ccncc2)=C(O)c2ccccc21	7	-3	1	-9	-6	1.2	13	0	-0.1
OCCN(Cc1ccccc1)Cc1cccc(C(F)(F)F)c1	-12	-6	4	-14	19	-1.4	-15	18	-0.5
CN(C)S(=O)(=O)c1cccc(NC(=O)CO/N=C(\N)c2ccccc2)c1	-18	1	-8	-6	-13	3.0	-1	1	1.3
CCOCCCNC(=O)C(c1ccc(OC)cc1)N(Cc1cccs1)C(=O)c1ccccc1O (configuration not stated)	1	-4	-2	22	-10	1.4	13	6	2.1
O=C(O)C(=O)/C(=C\c1cccc(Cl)c1)c1ccc2ccccc2n1	-16	-7	2	-20	6	-0.4	-17	1	1.5
O=C(O)Cc1ccc(-c2ccccc2-c2ccccc2)cc1	-6	-3	-6	-18	21	3.0	-8	-1	0.4
O=C(CNC(=O)C1COc2ccccc2O1)Nc1ccc(F)c(F)c1 (configuration not stated)	-19	1	-6	-8	13	2.3	-14	5	1.4
Cn1ncc2c(Nc3ccc(Br)cc3)nc(Nc3ccc(Br)cc3)nc21	-28	-2	-16	-22	6	0.8	1	3	0.1
C[C@@H]1CN([C@@H](C)CO)S(=O)(=O)c2ccc(Br)cc2O[C@H]1CN(C)Cc1ccc(-c2ccccc2)cc1	.	-1	.	-2	12	.	-11	1	0.3
O=c1c2c(-c3cccs3)csc2ncn1-c1ccc(Br)cc1	-10	-4	-16	8	11	-0.8	-16	16	0.8
O=c1[nH]nc(-c2cccs2)c2ccccc12	-3	-5	-6	10	5	0.8	5	8	4.7
CCc1nc2ccccc2c(C(=O)OCC(=O)NCc2ccc3c(c2)OCO3)c1C	-36	-11	-4	8	20	-1.5	-9	3	2.8
O=C(c1ccc(S(=O)(=O)Cc2ccccc2F)c([N+](=O)[O-])c1)N1CCCC1	-20	1	-4	9	10	1.5	-5	4	2.1
COCCn1c(SCC(=O)Nc2ccc(F)cc2)nc2c([nH]c3ccccc32)c1=O	-21	0	2	8	-15	0.5	-1	0	0.0
CCOc1ccc(S(=O)(=O)Nc2ccc3c(c2)c2c(n3S(=O)(=O)c3ccc(OCC)cc3)CCCC2=O)cc1	-12	.	-1	2	.	0.3	.	3	.
CC1CCN(C(=O)COc2ncnc3ccccc23)CC1	-11	-6	2	-14	5	-0.2	-6	5	2.0
CN(CCNC(=O)C1CCC(=O)N(Cc2cccc(F)c2)C1)CCc1ccccc1 (configuration not stated)	.	-6	.	-5	-4	.	-7	11	-0.2
Cc1cc(C(F)(F)F)nc(SCC(=O)NC2CCCCC2)n1	-6	-7	-11	8	1	0.0	10	-2	-0.5
O=C(Cn1sc2ccccc2c1=O)N1CCN(C(=O)c2ccco2)CC1	4	-2	1	-5	18	0.3	-17	0	1.4
COc1cccc(C(=O)NN/C(C)=C/C(=O)C(F)(F)C(F)(F)C(F)(F)F)c1	-5	-3	-2	9	-11	0.4	14	4	0.1
Cc1ccccc1N1C(=O)c2sc3nc4c(c(=O)n3c2C1=O)CCC4	-15	4	-2	.	-8	-0.6	22	.	0.4
CN(Cc1ccccc1)CC1C2CCC(C2)C1O (configuration not stated)	.	-2	.	-4	2	.	-4	1	1.1
CC(=O)c1cccc(NC(=O)c2ccc(-c3c(C)noc3C)c3ccoc23)c1	.	0	.	64*	9	.	3	11	5.8
C[C@@H](C(=O)NCc1ccccc1)[C@@H]1C[C@@]1(C)[C@@H](NC(=O)OCc1ccccc1)c1ccccc1	-28	-5	-2	20	14	0.9	-16	5	0.1
Cc1ccc(C(=O)NNc2nc3ccccc3nc2C(F)(F)F)cc1	-21	-4	-4	7	-1	0.1	-15	-1	-0.1

Compound activity as filed in PubChem.
